# From PubChem BioAssay
# TDP1 block: blocks human tyrosyl-DNA phosphodiesterase 1; Potency, µM (highest dose often 130 µM), inactives show at the top dose activity change, negative = inhibition, actives largely listed as inhibitors; Q9NUW8; recombinant TDP1, AlphaScreen DNA substrate cleavage; actives 0.28% (n = 350,000); note: nearly all actives have a fitted effect of over 40% in size
#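 E. coli-derived human Tdp1, 1 nM final. Cpd preinc 15 min RT; substrate 15 nM final, 5 min RT; AS bead mix 10 ug/ml final, 10 min RT. Signal loss = tyrosine-FITC cleavage. No-enzyme wells = max signal.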
# N370S GC mod: N370S glucocerebrosidase modulation, Gaucher chaperone candidate. P04062. actives 0.092% (n = 330,000). Potency, µM (highest dose often 59.4 µM), for inactives: top-dose activity change, negative = inhibition, usual class: inhibitors. AID 2101. N370S GC spleen homogenate, 4MU-glucoside fluorescence;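 note: 0% = full enzyme activity and -100% = no enzyme basal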
# FEN1 inhibitor: blocks human flap endonuclease 1; Potency, µM (top dose mostly 114 µM), without a hit: at the highest dose activity change, negative = inhibition, most hits filed as inhibitors; Recombinant FEN1 flap cleavage, fluorescence, 15 min; AID 588795; actives 0.35% (n = 390,000); note: nearly all actives have a fitted effect of over 65% in size
# Target sequence (P39748 whole entry, looked up): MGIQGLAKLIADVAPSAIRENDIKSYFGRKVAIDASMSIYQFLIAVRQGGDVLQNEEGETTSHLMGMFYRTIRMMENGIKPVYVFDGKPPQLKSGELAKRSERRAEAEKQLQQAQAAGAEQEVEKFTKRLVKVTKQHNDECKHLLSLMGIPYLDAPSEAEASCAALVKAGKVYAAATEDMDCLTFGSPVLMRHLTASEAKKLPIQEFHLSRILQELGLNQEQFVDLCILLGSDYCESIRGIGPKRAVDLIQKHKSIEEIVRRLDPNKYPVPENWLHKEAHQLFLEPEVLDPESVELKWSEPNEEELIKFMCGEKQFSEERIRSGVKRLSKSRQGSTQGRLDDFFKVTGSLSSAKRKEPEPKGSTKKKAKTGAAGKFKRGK
#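 Quantitative HTS format: each compound was titrated, incubated with 10 nM nuclease for 15 min at room temperature, then challenged with flap substrate at 50 nM final. Signal change over 15 min gave concentration–effect curves.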
# * hit, by the source's call; ? = inconclusive; . = not tested or not shown; & = joins results of further samples; [ ] = another dose, or the depositor's remark. Calls come from the whole dose curve; as a rule, active = well fitted curve in the direction sought with a large enough effect; inconclusive = small, poorly fitted or top-dose-only effect, or another doubt; inactive = no such curve, though single readings can be large; an effect the other way counts as inactive or inconclusive. Unless noted, % is set by controls: 0 for no effect and ±100 for the full control effect; potency is the fitted concentration of half-maximal effect.
TDP1 block	N370S GC mod	FEN1 inhibitor	compound
0%	-6%	7%	O=C(OCc1nnc(-c2ccccc2)o1)c1ccc(-n2cnnn2)cc1
1%	.	-23%	COc1ccc(OCCCC(=O)Nc2cc(S(=O)(=O)N3CCCCC3)ccc2OC)cc1
3%	-2%	-19%	CCN(Cc1cnn(C)c1)C(=O)c1cc(COc2ccc3c(c2)CCCC3)on1
1%	6%	10%	C[C@H](NC(=O)c1nc[nH]c1C(=O)N[C@@H](C)C(=O)OC(C)(C)C)C(=O)OC(C)(C)C
-1%	-1%	-8%	CC(C)Oc1ccc(Br)cc1/C=N\NC(N)=S
9%	2%	-17%	CC(C(=O)Nc1ccccc1)N(C)CCOc1ccc(Br)cc1 (stereo not drawn)
-1%	0%	0%	COCCCNC(=O)CS(=O)(=O)Cc1nc(-c2cccc(OC)c2)oc1C
2%	2%	13%	O=C(Nc1ccccc1)c1ccc(F)c(S(=O)(=O)N2CCOCC2)c1
4%	-2%	19%	Cc1cc(C)nc(OC(C(=O)O)C(OCC(C)C)(c2ccccc2)c2ccccc2)n1 (stereo not drawn)
2%	4%	7%	Oc1ccccc1C(=S)N1CCCCCC1
3%	-14%	17%	Clc1cccc(Cl)c1CSc1nnc([C@@H]2CCCN2)o1
4%	14%	-6%	Cc1ccc(CNC(=O)CN(C)S(=O)(=O)c2cccc3cccnc23)cc1
6%	8%	3%	COc1cc(CCC(=O)Nc2cccc(S(=O)(=O)N(C)C)c2)cc(OC)c1OC
0%	2%	3%	O=C(Nc1cccnc1Cl)c1cc(-c2ccc(Br)cc2)on1
5%	-1%	-2%	Cc1ccc(Cn2cccc2C2=NC(C)CO2)cc1 (stereo not drawn)
6%	2%	0%	COc1ccc(NC(=O)/C=C/c2ccc(F)cc2)cn1
-3%	17%	-2%	C/C(=N\NC(=O)CCC(=O)Nc1ccccc1)c1cccs1
1%	-4%	-2%	COc1ccc(C(=O)Nc2ccccn2)cc1S(=O)(=O)N1CCOCC1
6%	-4%	-11%	Cc1ccc(OCC(=O)Nc2ccc(S(=O)(=O)N3CCCCC3)cc2)c([N+](=O)[O-])n1
4%	5%	-4%	COC(=O)CC1Sc2ccccc2NC1=O (stereo not drawn)
3%	-8%	-25%	O=C(C[n+]1ccc(-c2cc(C(=O)Nc3cccc(C(F)(F)F)c3)c3ccccc3n2)cc1)c1cccc([N+](=O)[O-])c1
2%	-5%	-8%	Cc1cc(NS(=O)(=O)c2ccc(NC(=O)CCCC(=O)O)cc2)nc(C)n1
7%	.	16%	Cc1ccc(-c2cc3c(n2-c2ccc(F)cc2)CC(C)(C)CC3=O)cc1
9%	18%	?	CC(C)C[C@H](NC(=O)c1nc[nH]c1C(=O)NC1CCN(C(=O)OC(C)(C)C)CC1)C(=O)OCc1ccccc1
15%	.	0%	Cc1cccc(OCC(=O)N(Cc2ccc(N(C)C)cc2)Cc2ccco2)c1C
-1%	-3%	-3%	Cc1ccccc1NC(=O)CN1C(=O)COc2ccc(Cl)cc21
25µM*	.	-25%	COc1cc2cc(Oc3ccc4ccc(=O)oc4c3)c(=O)oc2cc1O[C@@H]1O[C@H](CO)[C@@H](O)[C@H](O)[C@H]1O
-5%	-7%	21%	COC(=O)c1ccccc1NC(=S)N1CCC(N2CCCCC2)CC1
.	-6%	2%	COc1ccc(C2c3[nH]c4ccccc4c3C[C@H]3C(=O)N(c4ccccc4C(=O)NCCN4CCOCC4)C(=O)N23)cc1 (stereo partly drawn)
-6%	-3%	-2%	CCC(OC(=O)c1nsc(Cl)c1Cl)C(=O)NCC1CCCO1 (stereo not drawn)

# Records above that bear a hit mark in TDP1 block.
TDP1 block	N370S GC mod	FEN1 inhibitor	compound
25µM*	.	-25%	COc1cc2cc(Oc3ccc4ccc(=O)oc4c3)c(=O)oc2cc1O[C@@H]1O[C@H](CO)[C@@H](O)[C@H](O)[C@H]1O

# New compounds follow
TDP1 block	N370S GC mod	FEN1 inhibitor	compound
2%	13%	0%	CCOc1ccc(CSC(=N)N)cc1[N+](=O)[O-]
2%	3%	2%	O=C(CC(c1ccccc1O)N1CCCCC1)N1CCCCC1 (stereo not drawn)
3%	7%	8%	CCCCCC(=O)c1c(C)[nH]c(C(=O)OCC)c1C
8%	11%	-19%	O=C1Nc2ccc(F)cc2C12Nc1ccccc1-c1nnc(SCc3ccccc3)nc1O2 (stereo not drawn)
-1%	10%	3%	CCN(CCCNC(=O)C1CCC(=O)N1C1CCCC1)c1cccc(C)c1 (stereo not drawn)
7%	.	-11%	Cc1ccc(OCC(=O)N(Cc2ccco2)Cc2ccco2)cc1
8%	-18%	-11%	O=S(=O)(/N=C(/Nc1ccccc1)C(F)(F)F)c1ccccc1
4%	13%	-8%	Cc1cc(-c2ccc(Cl)cc2Cl)c(C#N)c(=O)[nH]1
0%	2%	1%	O=C(Nc1cc(S(=O)(=O)N2CCCC2)ccc1OCC(F)(F)F)c1ccccc1F
1%	1%	7%	CCOC(=O)C1=C(C)OC2(O)c3ccccc3C(=O)C12O (stereo not drawn)
5%	.	-13%	O=C(NCc1cccc(Cl)c1)c1ccc2c(Cl)c3c(nc2c1)CCCC3
5%	3%	-12%	COc1ccc(N2C(=O)C3CCCN3C2=O)cc1 (stereo not drawn)
1%	3%	11%	COc1cc2c(cc1NC(=O)COC(=O)c1ccc(C(C)(C)C)cc1)oc1ccccc12
2%	15%	-1%	Cc1ccc(-c2nc3c(cnn3-c3ccccc3)c(=O)o2)cc1
1%	1%	19%	Cc1noc(C(=O)Nc2c(C)nn(Cc3ccccc3)c2C)c1Cl
-1%	-20%	-3%	N#C/C(=C\c1ccc2c(c1)OCCO2)C(=O)NC1CCCCC1
1%&3%	-3%	17%&-11%	CC1CCN(CCCNC(=O)CN2C(=O)CSc3ccc(S(=O)(=O)N4CCCCC4)cc32)CC1
3%	5%	-4%	CCCC(=O)Nc1ccc(N2CCN(C(=O)c3ccccc3C)CC2)cc1
7%	-6%	-16%	CC(C)OC(=O)CSc1nnc(CNc2ccc(Cl)cc2)n1Cc1ccccc1
-6%[56.1 µM]	.	-10%	Cc1onc(-c2c(F)cccc2Cl)c1C(=O)OCc1nnc(-c2ccccc2)o1
-3%	.	?	O=C(Cc1ccc(Cl)cc1)Nc1cccc(S(=O)(=O)N2CCCCC2)c1
-5%	5%	-13%	COCc1cc(C)nc(N/N=C/c2ccc(Cl)c(Cl)c2)c1C#N
2%	1%	-5%	CC(C)CN(C(=O)COc1cccc(-n2cnnn2)c1)C1CCS(=O)(=O)C1 (stereo not drawn)
.	-8%	6%	CN(C)c1ccc(/C=N/n2c(C3CCCCC3)n[nH]c2=S)cc1
9%	6%	-9%	CCCSc1nc(C)cc(C)c1S(C)(=O)=O
.	-5%	-17%	Cc1ccc(C)c(N2CCN(C(=O)CCC(=O)N3CCOc4ccc(Cl)cc43)CC2)c1
3%	12%	6%	O=C(CNC(=O)c1ccccc1)OC1CCCCC1
10%	.	-9%	CCCn1c2ccccc2c2cnn(CC(=O)NCCCN(CC)c3ccccc3)c(=O)c21
7%	-5%	0%	Cc1cccc(-c2cc(C(=O)Nc3ccc4c(c3)OCCO4)c3ccccc3n2)c1
1%	7%	-4%	O=[N+]([O-])c1ccccc1S(=O)(=O)NC1CCCC1

# (cont.)
TDP1 block	N370S GC mod	FEN1 inhibitor	compound
-1%	-8%	7%	c1ccc(Cn2nnc3c(N4CCc5ccccc5C4)ncnc32)cc1
4%	-4%	-1%	Cc1ccccc1NC(=O)c1ccc(Nc2c([N+](=O)[O-])cc([N+](=O)[O-])c3ccccc23)cc1
-2%	-7%	-23%	COc1cc(-c2c(C#N)c(=O)[nH]c3c2c(C)nn3-c2ccccc2)ccc1O
3%	-18%	4%	Cc1ccc(CS(=O)Cc2ccc(C(=O)NCC(C)c3ccccc3)o2)cc1 (stereo not drawn)
-2%	0%	-2%	CCCCNC(=O)NS(=O)(=O)c1ccc(C(=O)OC(C)C)o1
7%	-14%	-4%	COc1ccc(C(=O)C(/C=N/O)=N/Nc2ccc(F)cc2)cc1
11%	4%	-15%	Cn1c(=O)c2c(nc(NCCc3ccccc3)n2Cc2ccccc2)n(C)c1=O
-5%	8%	6%	O=C(Nc1ccncc1)c1cncc(Br)c1
.	2%	-1%	Cc1ccc(S(=O)(=O)NC(=NC2CCCCC2)c2ccc(F)cc2)cc1
0%	.	10%	CC(C)c1ccccc1NC(=O)CSc1n[nH]c(=O)n1C1CC1
-1%	.	4%	Cc1ccc(-n2nc(C)c3nc(CCC(=O)Nc4ccc(F)cc4)c(=O)n(C)c32)cc1
1%	5%	2%	CCCCC(=O)Nc1ccc2c(c1)nc1n2CCSC1
7%	9%	-5%	CC(=O)N(c1ccc(C(C)C)cc1)C1C=CS(=O)(=O)C1 (stereo not drawn)
0%	.	5%	O=C(OCC(=O)N1CCC(Cc2ccccc2)CC1)c1cccnc1Cl
-4%	-1%	-5%	COc1ccc(N2CCN(C(=O)COC(=O)Cc3cccc(OC)c3)CC2)cc1
4%	6%	-21%	O=C1c2cnccc2CN1Cc1ccccc1
0%	.	-14%	COc1ccc(N2C(=O)CS(=O)(=O)C23C(=O)N(Cc2cccc(F)c2)c2ccccc23)cc1OC (stereo not drawn)
4%	-8%	13%	O=c1c2cc(NC(=S)NCc3ccccn3)ccc2nc2n1CCCCC2
1%	2%	-6%	CCC(CC)C(=O)NCc1ccc2c(c1)cc(C)n2C

# Compounds shown so far with an aryl methoxy group, in the order listed:
TDP1 block	N370S GC mod	FEN1 inhibitor	compound
1%	.	-23%	COc1ccc(OCCCC(=O)Nc2cc(S(=O)(=O)N3CCCCC3)ccc2OC)cc1
-1%	0%	0%	COCCCNC(=O)CS(=O)(=O)Cc1nc(-c2cccc(OC)c2)oc1C
6%	8%	3%	COc1cc(CCC(=O)Nc2cccc(S(=O)(=O)N(C)C)c2)cc(OC)c1OC
6%	2%	0%	COc1ccc(NC(=O)/C=C/c2ccc(F)cc2)cn1
1%	-4%	-2%	COc1ccc(C(=O)Nc2ccccn2)cc1S(=O)(=O)N1CCOCC1
25µM*	.	-25%	COc1cc2cc(Oc3ccc4ccc(=O)oc4c3)c(=O)oc2cc1O[C@@H]1O[C@H](CO)[C@@H](O)[C@H](O)[C@H]1O
.	-6%	2%	COc1ccc(C2c3[nH]c4ccccc4c3C[C@H]3C(=O)N(c4ccccc4C(=O)NCCN4CCOCC4)C(=O)N23)cc1 (stereo partly drawn)
5%	3%	-12%	COc1ccc(N2C(=O)C3CCCN3C2=O)cc1 (stereo not drawn)
1%	3%	11%	COc1cc2c(cc1NC(=O)COC(=O)c1ccc(C(C)(C)C)cc1)oc1ccccc12
-2%	-7%	-23%	COc1cc(-c2c(C#N)c(=O)[nH]c3c2c(C)nn3-c2ccccc2)ccc1O
7%	-14%	-4%	COc1ccc(C(=O)C(/C=N/O)=N/Nc2ccc(F)cc2)cc1
-4%	-1%	-5%	COc1ccc(N2CCN(C(=O)COC(=O)Cc3cccc(OC)c3)CC2)cc1
0%	.	-14%	COc1ccc(N2C(=O)CS(=O)(=O)C23C(=O)N(Cc2cccc(F)c2)c2ccccc23)cc1OC (stereo not drawn)
